Source: PubChem BioAssay (several laboratories)
m-calpain inh: inhibitors of pig calpain II. purified calpain II, fluorogenic peptide substrate, 30 min. inhibition, % at 16 µM. hit rate 0.37% among 220,000. AID 1236;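 active means inhibition above about 50%, limit read from the data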
thrombin 1536: inhibitors of human thrombin. P00734. alpha-thrombin, Boc-VPR-AMC fluorogenic substrate cleavage. inhibition, % at 5 µM. hit rate 0.26% among 220,000;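 active means inhibition at or above 40%; inactive means inhibition below 40%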;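 further: 0% = enzyme with no compound and 100% = wells without enzyme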
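Material: human alpha-thrombin enzyme / Medium: pH 7.5 Tris (50 mM) with NaCl 150 mM, Tween 20 0.05% / Compound: single-point dosing at 5 µM, 0.2% DMSO / Incubation: enzyme reaction carried out at room temperature / Detection: AMC fluorescence, 355/460 nm / Read-out basis: percent inhibition scaled between no-compound controls and no-enzyme blanks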
TRPN1 ag: agonists of zebrafish TRPN1 channel; HEK293 zebrafish TRPN1-YFP, Fluo-8 calcium fluorescence; 100% = response to 87 µM carbachol; activation, % at 3 µM; hit rate 0.18% among 220,000; AID 1424;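 active means activation above its plate's cutoff, the mean activation of test wells on that plate plus 3 SD, cut at about 19% in these data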;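 further: 0% = DMSO alone and 100% = 87 µM carbachol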
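System: zebrafish TRPN1-YFP in HEK293 cells / Dosing: 3 µM single point / Timing: dye loading 1 h at 37 °C, then 30 min room temperature / Signal: Fluo-8 calcium fluorescence, excitation 470-495 nm, emission 515-575 nm / Read-out basis: percent activation from peak over basal fluorescence ratio, control-normalized / Control set: high carbachol 87 µM, low DMSO alone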
Cl transport mod: modulates chloride dependent transport by human KCC2; Q9H2X9; KCC2 cells, thallium flux FluoZin-2 fluorescence; B-score of Tl+ flux slope (higher = more flux/activation; lower = inhibition) at 10 µM; hit rate 2.2% among 190,000; AID 1456;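 active means thallium flux slope and its plate-corrected score both differing from the plate sample mean at a set confidence after two filtering rounds, in either direction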;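 further: slope of fluorescence scaled to starting intensity during 10 to 20 s after thallium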
Target sequence (Q9H2X9 whole entry, looked up): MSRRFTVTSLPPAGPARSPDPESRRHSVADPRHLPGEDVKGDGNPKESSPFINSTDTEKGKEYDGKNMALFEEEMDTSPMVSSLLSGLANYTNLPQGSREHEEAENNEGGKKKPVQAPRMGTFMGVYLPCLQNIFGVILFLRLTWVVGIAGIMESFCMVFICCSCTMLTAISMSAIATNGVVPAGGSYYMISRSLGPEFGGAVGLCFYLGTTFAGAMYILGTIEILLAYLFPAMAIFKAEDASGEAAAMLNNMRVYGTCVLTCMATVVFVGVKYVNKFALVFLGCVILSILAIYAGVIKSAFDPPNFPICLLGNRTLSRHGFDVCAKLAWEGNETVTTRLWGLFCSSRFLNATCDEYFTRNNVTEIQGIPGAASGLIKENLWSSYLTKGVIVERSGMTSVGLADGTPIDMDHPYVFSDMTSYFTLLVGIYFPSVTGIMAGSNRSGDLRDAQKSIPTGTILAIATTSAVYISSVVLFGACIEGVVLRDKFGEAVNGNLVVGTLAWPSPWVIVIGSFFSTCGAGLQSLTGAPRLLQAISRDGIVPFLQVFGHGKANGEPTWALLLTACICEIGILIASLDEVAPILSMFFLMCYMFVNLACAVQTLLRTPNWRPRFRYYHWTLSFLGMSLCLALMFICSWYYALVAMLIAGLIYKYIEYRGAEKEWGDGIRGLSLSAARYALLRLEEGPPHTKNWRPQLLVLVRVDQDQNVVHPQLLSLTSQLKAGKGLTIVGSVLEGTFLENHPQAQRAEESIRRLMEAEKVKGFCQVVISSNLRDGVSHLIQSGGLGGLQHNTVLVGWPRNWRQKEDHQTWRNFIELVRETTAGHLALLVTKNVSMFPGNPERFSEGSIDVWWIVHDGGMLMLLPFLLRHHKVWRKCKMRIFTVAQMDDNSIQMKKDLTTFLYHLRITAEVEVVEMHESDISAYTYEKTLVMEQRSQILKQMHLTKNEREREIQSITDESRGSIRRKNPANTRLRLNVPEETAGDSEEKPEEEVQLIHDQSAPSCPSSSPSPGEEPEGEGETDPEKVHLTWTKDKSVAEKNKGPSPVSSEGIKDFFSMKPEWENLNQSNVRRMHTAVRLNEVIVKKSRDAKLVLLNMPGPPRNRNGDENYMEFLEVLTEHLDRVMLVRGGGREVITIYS
EBV gp42 inh: EBV gp42 inhibition | inhibition, % (tested at 21.74 µM) | Fluorescence polarization binding assay, mP read-out | hit rate 0.42% among 220,000 | Q1HVG2; in the data active means inhibition above about 50%
TRPML3 ag: agonists of human TRPML3 channel; HEK293 TRPML3-YFP, Fluo-8 calcium fluorescence; 100% = the carbachol control signal; hit rate 0.29% among 220,000; activation, % at 3 µM; Q8TDD5;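 active means activation above its plate's cutoff, the mean activation of the plate's test wells plus 3 SD, cut at about 12% in these data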;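 further: 0% = DMSO only wells and 100% = carbachol wells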
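system = HEK293 cells stably carrying human TRPML3-YFP | doses = one concentration, 3 µM nominal, 0.3% DMSO | timing = dye loading 1 h 37 °C then 30 min ambient, 125 s read | detection = Fluo-8 calcium dye fluorescence, ex 470-495, em 515-575 nm | benchmarks = high control carbachol 87 µM, low control DMSO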
Furin inh: inhibitors of human furin | hit rate 0.061% among 220,000 | P09958 | purified furin, fluorogenic substrate cleavage | AID 463115 | inhibition, % at 30 µM; in the data active means inhibition above about 25%; further: inactives centre near -15
PPC-1+TRAIL kill: PPC-1 cancer cell killing with TRAIL present; PPC-1 cells + TRAIL, ATPLite viability luminescence; cell killing (% activity), % at 4 µM; hit rate 0.41% among 220,000;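 active means cell killing above 50% in the first pass at 4 µM, then a duplicate retest at 5 µM averaging 50% or more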;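 further: plate controls were cells with TRAIL plus DMSO for no effect and medium-only wells lacking cells for full effect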
TbHK1 inh: T. brucei hexokinase 1 inhibition; hit rate 0.11% among 220,000; AID 1430; recombinant TbHK1, G6PDH-coupled NADH A340; inhibition, % at 10 µM;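 active means inhibition of 50% or more in the single-dose primary screen; inactive means inhibition below 50%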
* = called active by the depositor; x = not tested or not shown; [ ] = remark or other dose.

Every second line gives: TbHK1 inh, PPC-1+TRAIL kill, m-calpain inh, EBV gp42 inh, Furin inh, TRPML3 ag, thrombin 1536, TRPN1 ag, Cl transport mod
#1 O=C(NCCCN1CCOCC1)c1ccccc1-c1ccccc1
    -4, 9, -9, -18, -17[20 µM], 0.6, 3, 1.3, x
#2 CC(C)(C)N1C(=O)c2ccc(C(=O)Nc3nccs3)cc2C1=O
    -3, -7, 12, 0, 4, -0.4, -1, 0.2, -0.41
#3 CC(=O)c1ccc(OC(=O)C2c3ccccc3Oc3ccccc32)cc1
    -6, 20, -1, -17, -10[20 µM], -0.2, 13, -0.8, -0.017
#4 CCN(C(=O)CSc1nnc(-c2ccncc2)n1-c1ccccc1)C1CCS(=O)(=O)C1 (stereo not drawn)
    -2, 18, -42, -8, -16, 0.4, -11, 1.6, 0.95
#5 COc1ccc(Cc2noc(CN3CCN(c4ccc(Cl)cn4)CC3)n2)cc1OC
    -1, -10, 21, -3, -12, 3.8, -1, 7.9, -0.68
#6 COc1cccc(C(=O)COC(=O)C(C)N2C(=O)c3ccccc3C2=O)c1 (stereo not drawn)
    -5, 8, -25, -26, -14, 0.5, 0, 0.5, x
#7 CN(CC(=O)NC1CCCCC1)S(=O)(=O)c1ccc(Cl)cc1
    1, 2, 18, 0, -6[20 µM], 0.1, 6, 0.7, 0.47
#8 COC(=O)C1=C(Nc2ccc(C)cc2)C=C(C)C(C(=O)OC)C1c1ccc(OC)cc1 (stereo not drawn)
    12, 24, 5, 5, -13[20 µM], -0.2, -3, -0.1, -0.64
#9 O=C(NC1CCCCC1)C(=S)NC1CCCCC1
    2, 13, -6, -11, -13, 1.0, -1, 0.1, 0.34
#10 CN(C)/N=C/c1ccc(OS(=O)(=O)c2ccccc2)cc1
    5, 3, 17, -3, -2, -0.2, -8, 0.2, -0.53
#11 CCn1c(SCC(=O)Nc2cc(C)on2)nnc1-c1ccncc1
    1, -11, -10, 0, -10, 0.2, 2, -0.3, 0.24
#12 Cc1ccc(Cl)cc1NC(=S)N(CCN(C)C)C(C)c1ccccn1 (stereo not drawn)
    4, 31, -2, 1, -12, 0.2, 4, 0.0, -0.061
#13 O=C(c1ccc2nc(-c3ccco3)c(-c3ccco3)nc2c1)N1CCN(c2ccccc2)CC1
    -10, -8, -342, 6, -14[20 µM], -0.3, -5, 0.5, -1.1
#14 O=C(CCCCCNC(=O)c1ccccc1)N=Nc1c(O)[nH]c2c(Br)cc(Br)cc12
    -7, 28, -131, -3, -18, 0.7, 5, 0.1, -0.36
#15 CC1=NN(c2ccccc2)C(=O)/C1=C\c1sccc1C
    -5, 14, 13, -5, -19, 0.7, -1, 2.2, 1

Continued, starting with the last 2 of the part before.
Every second line gives: TbHK1 inh, PPC-1+TRAIL kill, m-calpain inh, EBV gp42 inh, Furin inh, TRPML3 ag, thrombin 1536, TRPN1 ag, Cl transport mod
#14 O=C(CCCCCNC(=O)c1ccccc1)N=Nc1c(O)[nH]c2c(Br)cc(Br)cc12
    -7, 28, -131, -3, -18, 0.7, 5, 0.1, -0.36
#15 CC1=NN(c2ccccc2)C(=O)/C1=C\c1sccc1C
    -5, 14, 13, -5, -19, 0.7, -1, 2.2, 1
#16 O=C(Nc1cccc(Cl)c1)NC1CC2CCC(C1)N2Cc1cccs1 (stereo not drawn)
    10, -9, 5, -21, -27, 0.8, 11, 1.9, -0.42
#17 CCOC(=O)C1(CCOc2ccccc2)CCN(Cc2cccc(-n3cccn3)c2)CC1
    -1, 19, 1, -11, -16, 1.6, -4, -0.7, -0.46
#18 S=C(NCc1ccc2[nH]c3c(c2c1)CCCC3)Nc1ccccc1Cl
    2, 10, -13, 2, -7, 0.6, -1, 0.4, 0.88
#19 O=C(Nc1csc([N+](=O)[O-])c1)Nc1ccccc1Cl
    -9, 26, -22, 5, -18, 8.8, -3, 14, 0.16
#20 CCCOc1ccc(CN(CCC#N)C(=S)NC(=O)c2ccccc2)cc1
    40, 27, 3, -3, -6, -0.8, -5, -3.0, 80*
#21 O=C(COc1ccc(-c2nnc(N3CCCCC3)c3ccccc23)cc1)N1CCCCC1
    -14, 30, 4, -8, -16[20 µM], -1.0, 0, -0.7, -2.1
#22 COc1ccccc1CNCC(=O)Nc1ccccc1-n1cccc1
    1, 2, -11, 4, -7, -0.3, 2, -3.6, 0.03
#23 Cc1cc(C)nc(/N=C(\N)Nc2cc([N+](=O)[O-])ccc2C)n1
    3, 2, -15, -1, -23[20 µM], 3.4, -11, 0.3, 0.9
#24 CN1CCN(NC(=O)c2ccc(Cl)s2)CC1
    -4, 0, -12, 0, -24, 1.4, 5, 1.6, 0.0017
#25 CC(=O)c1c(C)nc2ccc(Cl)cn12
    -6, 3, 6, -20, -21[20 µM], 1.5, -1, 0.5, -0.1
#26 Cc1cc(CSc2ccccc2)ccc1NC(=O)c1ccc(C)c([N+](=O)[O-])c1
    -8, -14, 3, -16, -14, 0.7, -5, 0.5, -0.099
#27 CCOC(=O)c1c(O)c2ccccc2n(C)c1=O
    -1, 2, 1, -6, -13, 0.5, -16, 0.9, -0.64
#28 O=C(NC1CCCCNC1=O)c1ccccc1 (stereo not drawn)
    -2, 5, -13, -10, -21, 0.8, -5, 0.6, 0.9
#29 COc1ccc(-c2ccnc(SCC(=O)c3ccc(OC)c(OC)c3)n2)cc1
    -3, -2, -2, -22, -13, 0.7, -5, -0.5, 0.83
#30 O=C(O)CSCc1cnn(-c2ccccc2)c1-n1cccc1
    2, x, -18, -4, -27, 0.8, -4, 0.6, -1.1
#31 CCOc1cc(NC(=O)CCl)c(OCC)cc1NC(C)=O
    -5, -8, -2, -14, -13, 0.6, 11, 0.6, x
#32 CC(C)C[C@H](NC(=O)c1[nH]cnc1C(=O)N[C@@H](C)C(=O)OC(C)(C)C)C(=O)OCc1ccccc1
    5, 14, 36, -13, -15, x, -2, x, -0.47
#33 CCNC(=S)NNC(=O)c1csc(CC)c1
    -1, 21, -13, -5, -24[20 µM], 0.8, -5, 0.8, -0.064
#34 O=C1S/C(=C\c2ccc(N3CCOCC3)o2)C(=O)N1Cc1ccc(F)cc1
    17, 4, 26, -57, -18, 0.9, 7, 1.8, x
#35 CN1CCN(CCCC(=O)c2ccc(F)cc2)CC1
    34, 9, 6, -25, -8, 0.7, -19, 1.0, -0.11
#36 CCCCCn1c(=O)c(C(=O)OCC)c(Cl)c2ccccc21
    -11, 18, -2, 5, -2, -0.8, -10, -2.2, -2
#37 CC1CCN(S(=O)(=O)c2cccc(S(=O)(=O)N3CCOCC3)c2)CC1
    1, 3, 25, -13, -9[20 µM], 2.6, 2, 2.4, x
#38 CCN(c1ccccc1)S(=O)(=O)c1ccc(C(=O)Nc2nnc(COC)o2)cc1
    -7, -16, 18, -12, -11, -0.3, 23, -0.2, x
#39 CCN(CC)CCC(C)OC(c1ccccc1)c1ccccc1 (stereo not drawn)
    1, 13, -2, -15, -16, 0.3, -1, -1.4, 0.5
#40 O=C(NC1CCCCCC1)c1c(O)c2ccccc2[nH]c1=O
    -2, 19, -18, -17, -14, 0.9, -1, 0.1, 0.2
#41 Cc1cc(C)c(C#N)c(SCS(=O)c2ccc(C(C)(C)C)cc2)n1 (stereo not drawn)
    4, 15, 10, -19, -14, -0.3, -4, -0.5, 0.29
#42 CCN1CCN(CC(=O)Nc2cc(F)ccc2C)CC1
    -2, -3, -34, -2, -6[20 µM], 0.1, -7, 1.1, 0.52
#43 CN1CCN(S(=O)(=O)c2ccc(Sc3nnc(-c4cccs4)n3-c3ccccc3)nc2)CC1
    -5, 21, -11, -20, -23[20 µM], 1.0, -1, 0.6, 0.033
#44 C=CCN1C(=O)C(O)(CC(=O)c2ccccc2)c2ccccc21 (stereo not drawn)
    5, -24, -1, -33, -33, 0.8, -4, 0.7, -1.3
#45 COc1cccc2c(=O)n(CC(=O)Nc3ccccc3F)ccc12
    -9, 6, 14, -5, -32, -0.5, 0, -1.1, x
#46 CCC(C)n1cnc2c(c1=O)c1nc3ccccc3nc1n2-c1ccc2c(c1)OCCO2 (stereo not drawn)
    -5, -6, -124, -7, -13, 0.9, -2, 0.2, 0.015
#47 COc1cc(NC(=O)c2cccc(C)c2)c(OC)cc1NC(=O)CN1CCCCC1
    -9, x, -12, -16, -27, -0.3, 1, -1.0, -0.31
#48 O=C(Nc1cccc2ccccc12)/C(Cl)=C/c1ccccc1
    1, 7, 58*, -9, -10[20 µM], -1.1, 3, 0.5, x
#49 COc1ccccc1NC(=O)N1CCCC1C(=O)NCC1CCCO1 (stereo not drawn)
    -2, 8, -21, -11, -19, 1.1, 6, 0.8, -1.4
#50 NC(=O)c1ccccc1N/C=C/C(=O)c1ccc(Cl)cc1Cl
    -24, 81*[5 µM], 11, -10, -21[20 µM], -0.3, 4, -1.4, -1.3
#51 Cc1nn(Cc2ccccc2Cl)c(Cl)c1/C=C/C(=O)OCC(=O)NC(N)=O
    -5, 11, -23, -22, -6[20 µM], 0.8, -6, -0.4, 0.089
#52 CC1CCN(C(=O)C2CCN(CCCc3ccccc3)CC2)CC1
    3, 23, -9, -10, -19, 0.6, 0, 0.5, 0.38
#53 Nc1ccc(N2CCOCC2)c(Cl)c1
    -3, -1, 16, -6, -17[20 µM], 0.2, -4, -0.9, -1
#54 Cc1ccc(Cn2c(SCCN3CCCCC3)nc3c2c(=O)[nH]c(=O)n3C)cc1
    4, 14, 25, 2, -16, 0.8, -9, 0.2, 0.27
#55 Cc1ccc(S(=O)(=O)Nc2ccccc2/C=N/c2nc3ccccc3n2C(C)C)cc1
    -10, -3, 18, -4, -17, -0.6, 5, -1.6, -0.16
#56 N#CC1=C(N)OC2=C(CN(Cc3ccccc3)C/C2=C\c2cccnc2)C1c1cccnc1 (stereo not drawn)
    0, -24, -52, 12, -14[20 µM], 0.6, 4, -0.8, x
#57 CC(NC(=O)c1ccc(CS(=O)(=O)Cc2ccccc2F)o1)c1ccc2c(c1)OCCO2 (stereo not drawn)
    -6, -2, 7, -16, -16[20 µM], 0.6, -6, -1.1, -0.19
#58 CCOC(=O)N1CCC(N2C(=O)c3ccccc3C2Nc2ccccc2)CC1 (stereo not drawn)
    -4, 13, 21, 3, -21, -0.6, 6, 0.3, x
